Compound activity as filed in PubChem BioAssay.
BRCA1 expr act: increases BRCA1 expression; MCF7-BRCA1-FFLuc reporter, luminescence, 48 h; response scale: scaled: vehicle 0%, 10 µM genistein 100%; Potency, µM (series often up to 46.1 µM), inactives show top-dose activation, hits mostly activators; hit rate 1.1% among 380,000; further: potency means the concentration at half of the fitted maximal effect; nearly all actives have a fitted effect of over 80% in size; some results filed as inactive show a strong effect at the top dose
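Activators of BRCA1 expression were detected as increased firefly luciferase luminescence in engineered MCF7 cells after 48 h compound incubation. Signals were scaled to genistein 10 microM as full activation.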
ELG1 genotoxic: inducers of genotoxicity in HEK293T ELG1-luciferase cells; HEK293T ELG1-luciferase reporter, luminescence, 16 h; AID 504466; hit rate 1.3% among 330,000; Potency, µM (titrated, usually from 46 µM), inactives show top-dose activity change, positive = activation, usual class: activators; further: potency means the concentration at half of the fitted maximal effect; % of control where 0% means no effect; nearly all actives have a fitted effect of over 60% in size
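Cells (2,000/well) expressing the ELG1-luciferase fusion are dosed by pin tool and kept 16 hr at 37 °C, 5% CO2. Signal comes from ONE-Glo luciferase reagent after 30 min at room temperature.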
Menin-MLL TR inh: displaces Texas Red mutant MLL peptide from human menin. O00255. Potency, µM (series often up to 61.6 µM), for the others: top-dose FP activity change, negative = inhibition, hits mostly inhibitors. hit rate 0.23% among 270,000. Menin + Texas Red MLL mutant peptide, fluorescence polarization; active means well fitted inhibition curve with a large enough effect in the polarisation, with a control signal flat, not every such curve was filed as active; inconclusive means small, poorly fitted or top-dose-only effect, or effect the other way, or a change in a side signal; inactive means no such curve, though single readings can be large or run the other way; the % refers to the polarisation; further: potency means the concentration at half of the fitted maximal effect; % of control where 0% means no effect; many of its hits are not listed in these tables
PKM2 activator: increases activity of human pyruvate kinase M2; purified PKM2, Kinase-Glo ATP luminescence, activation; response scale: 0% is enzyme alone, no compound; hit rate 0.34% among 260,000; Potency, µM (doses to about 57.5 µM), inactives show at the top dose activation, usual class: activators; P14618; further: potency means the concentration at half of the fitted maximal effect; on the % scale 0 is the no-effect control and ±100 the full control effect; nearly all actives have a fitted effect of over 55% in size
Target sequence (P14618 whole entry, looked up): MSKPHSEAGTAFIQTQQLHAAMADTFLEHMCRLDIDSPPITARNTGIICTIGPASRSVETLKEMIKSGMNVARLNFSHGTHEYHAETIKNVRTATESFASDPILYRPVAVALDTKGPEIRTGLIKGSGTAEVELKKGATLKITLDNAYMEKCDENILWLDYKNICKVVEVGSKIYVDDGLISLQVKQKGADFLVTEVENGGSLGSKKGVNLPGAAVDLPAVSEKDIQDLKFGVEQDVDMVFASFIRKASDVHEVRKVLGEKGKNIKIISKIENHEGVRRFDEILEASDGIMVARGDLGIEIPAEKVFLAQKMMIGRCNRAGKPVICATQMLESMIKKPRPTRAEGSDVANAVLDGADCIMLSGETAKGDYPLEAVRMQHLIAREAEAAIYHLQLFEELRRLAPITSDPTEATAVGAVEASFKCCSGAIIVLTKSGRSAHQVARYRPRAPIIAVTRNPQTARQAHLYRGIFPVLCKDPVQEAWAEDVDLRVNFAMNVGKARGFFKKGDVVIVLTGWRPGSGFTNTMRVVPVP
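ATP formation by purified human PK-M2, quantified via coupled luciferase luminescence after 1 h at room temperature with 0.1 mM ADP and 0.5 mM PEP final.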
RORg inh: inhibitors of mouse ROR gamma transcriptional activity | hit rate 5.4% among 310,000 | Potency, µM (titrated, usually from 53.6 µM), without a hit: at the top dose activity change, negative = inhibition, most hits filed as inhibitors | Drosophila S2 Gal4-RORgamma UAS-luciferase reporter, 20 h; further: potency means the concentration at half of the fitted maximal effect; on the % scale 0 is the no-effect control and ±100 the full control effect; nearly all actives have a fitted effect of over 60% in size
Target sequence (P51450 whole entry, looked up, the tested form may be a part): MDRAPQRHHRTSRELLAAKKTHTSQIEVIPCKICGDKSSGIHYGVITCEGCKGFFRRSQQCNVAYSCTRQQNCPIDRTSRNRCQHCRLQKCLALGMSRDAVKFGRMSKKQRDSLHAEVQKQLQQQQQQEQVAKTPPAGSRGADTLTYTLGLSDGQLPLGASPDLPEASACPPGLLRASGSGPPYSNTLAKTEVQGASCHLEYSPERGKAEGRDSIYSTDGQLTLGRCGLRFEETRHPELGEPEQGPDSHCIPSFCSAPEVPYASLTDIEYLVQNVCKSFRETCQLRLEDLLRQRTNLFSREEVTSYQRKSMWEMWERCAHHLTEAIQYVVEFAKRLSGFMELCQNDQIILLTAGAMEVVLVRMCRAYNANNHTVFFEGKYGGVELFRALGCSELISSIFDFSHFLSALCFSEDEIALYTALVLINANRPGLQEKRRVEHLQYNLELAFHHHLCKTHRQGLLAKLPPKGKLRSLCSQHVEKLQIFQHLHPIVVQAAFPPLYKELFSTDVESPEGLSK
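Read-out: Photinus luciferase luminescence; inhibitors lower reporter signal. Insect Schneider cells with Gal4-ROR gamma fusion under metallothionein promoter, UAS reporter; 700 uM final copper sulfate induction, 20 hr, ambient temperature.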
FLuc modulator: counter-screen for miR-21 project: firefly luciferase inhibitors or activators | Potency, µM (highest dose often 57.5 µM), without a hit: at the highest dose activity change, negative = inhibition, hits mostly inhibitors | hit rate 6.9% among 360,000 | P08659 | purified FLuc, Km substrates, luminescence inhibition;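 further: potency means the concentration at half of the fitted maximal effect; plate controls were vehicle for no effect and reference inhibitor for full effect; nearly all actives have a fitted effect of over 55% in size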
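Purified P. pyralis luciferase (10nM final) with 10uM D-luciferin and 10uM ATP (Km levels) in 50mM Tris acetate pH 7.5, 10mM Mg acetate, 0.01% Tween-20, 0.05% BSA; qHTS 6-point titration, ~60 µM downward; luminescence read.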
Rab9 prom act: Rab9 promoter activation; Huh7 Rab9 promoter-luciferase reporter, luminescence, 24 h; Potency, µM (series often up to 9.22 µM), for inactives: top-dose activation, negative = inhibition, most hits filed as activators; hit rate 2.8% among 320,000; further: potency means the concentration at half of the fitted maximal effect; % of control where 0% means no effect; nearly all actives have a fitted effect of over 60% in size
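Cell-based reporter: Huh7 stable for Rab9 promoter-driven luciferase, plated in reduced-serum medium with 10% FBS at 1500 cells/well, compound-treated 24 h at 37 °C, luminescence read after 10 min reagent.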
NPC1 prom act: activates the NPC1 promoter; Huh7 NPC1 promoter luciferase reporter, 24 h; hit rate 2.4% among 320,000; Potency, µM (doses to about 9.22 µM), inactives show at the top dose activation, most hits filed as activators;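 further: potency means the concentration at half of the fitted maximal effect; % of control where 0% means no effect; nearly all actives have a fitted effect of over 60% in size; reporter is driven by a mutant NPC1 promoter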
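Stable NPC1-promoter luciferase Huh7 line; cpd (DMSO) 24 h, 37 °C, 5% CO2; Amplite luciferase reagent 10 min RT; luminescence readout. qHTS format.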
Gal4-VP16 FLuc: inhibits Gal4-VP16 luciferase reporter, ROR gamma counter-screen | hit rate 3.5% among 310,000 | AID 2546 | Potency, µM (series often up to 53.6 µM), for inactives: top-dose activity, negative = inhibition, usual class: inhibitors | Drosophila S2 Gal4-VP16 UAS-luciferase, luminescence, 20 h;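 further: Gal4-VP16 expression switched on by copper sulfate through the metallothionein promoter; potency means the concentration at half of the fitted maximal effect; on the % scale 0 is the no-effect control and ±100 the full control effect; nearly all actives have a fitted effect of over 50% in size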
p53 reactivator: re-activators of mutant p53; H1299 p53-A138V BP100-luciferase reporter, luminescence, 24 h; Potency, µM (titrated, usually from 92.2 µM), for the others: at the highest dose activity change, positive = activation, hits mostly activators; hit rate 0.063% among 320,000; further: potency means the concentration at half of the fitted maximal effect; % of control where 0% means no effect; nearly all actives have a fitted effect of over 45% in size
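p53-null H1299 cells stably carrying temperature-sensitive p53-A138V and a BP100-luciferase reporter were pinned with compounds (4-point, 1:5 series) and held 24 hrs at 37 deg C. Luminescence was read 10 min after detection reagent.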
Giardia kill: kills Giardia lamblia. Giardia lamblia trophozoite viability. hit rate 0.15% among 340,000. activity change, % at 7.66 µM, hits read low; in the data active means activity change below about -80%; inconclusive means between about -30% and that limit;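 further: parasites exposed to compound for two days anaerobically before the ATP read; on the % scale 0 is the no-effect control and ±100 the full control effect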
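Giardia trophozoites, 100 cells per well, were exposed to compounds for 48 hrs at 37 deg C under anaerobic conditions; viability was then read as ATP content by bioluminescence after 15-30 min at room temperature.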
Numbers without * were called inactive; ? = inconclusive; nt = no result given; & = joins results of further samples; [ ] = remark or other dose. Unless noted, the call rests on the fitted dose curve; in most records, active means well fitted curve in the direction sought with a large enough effect; inconclusive means small, poorly fitted or top-dose-only effect, or another doubt; inactive means no such curve, though single readings can be large; an effect the other way counts as inactive or inconclusive. A portion of the library; rates above refer to the full screens.

SMILES,BRCA1 expr act,ELG1 genotoxic,Menin-MLL TR inh,PKM2 activator,RORg inh,FLuc modulator,Rab9 prom act,NPC1 prom act,Gal4-VP16 FLuc,p53 reactivator,Giardia kill
O=C(CN1CCc2cc3c(cc2C1)OCCCO3)Nc1ccccc1,-20%,0%,-7%,-15%,-1%,-9%,-2%,0%,5%,2%,-14
CCSc1nnc(NC(=O)[C@H](C)N2C(=O)C3CC=CCC3C2=O)s1 (some centres undefined),-10%,3%,-4%,1%,3%,-12%,-2%,2%,10%,1%,3
O=C(CSc1ccc(C(F)(F)F)cc1[N+](=O)[O-])Nc1ccccc1,-1%,3%,?,-1%,?,-3%,2%,12%,?,1%,-5
O=C(Oc1ccccc1C(=O)Nc1ccccc1)c1ccccc1Br,-47%,?,22%,2%,41%,17µM*,19%,-4%,-27%,?,-14
CCCCn1c(N)c(N(CC(C)C)C(=O)c2cc3c(s2)CCCCC3)c(=O)[nH]c1=O,31%,12%,nt,nt,nt,?,1%,-4%,nt,3%,-8
CN(CCc1ccccn1)C(=O)CCC1CCCN(C(=O)c2ccccn2)C1 (centres undefined),-13%,-1%,-5%,2%,-6%,1%,-3%,-3%,-2%,4%,-1
Cc1ccc(CSc2nc3ccccc3c(=O)n2CCCC(=O)NCc2ccco2)cc1,-18%,0%,-17%,-3%,13%,4%,-3%,-4%,-17%,-7%,-11
CCn1nc(C)c(CNC(=O)c2ccc(OC3CCN(Cc4ccccn4)CC3)cc2)c1C,-27%,-3%,nt,nt,-15%,1%,-38%[inhibitor],-32%[inhibitor],7.1µM*,-2%,6
COCCC(=O)N1CCC(Oc2ccc(C(=O)N3CCCC(COC)C3)cc2)CC1 (centres undefined),5%,-1%,8%,-2%,nt,4%,1%,-1%,nt,nt,18
CCCc1nc2sc3ccccc3c(=O)c2c(=O)n1CCOC,nt,0%,?,2%,-3%,4%,-1%,-2%,-5%,-1%,nt
CCC1CCCCN1C(=O)CCc1nnc(Cc2cc(OC)ccc2OC)o1 (centres undefined),27%,?,nt,-7%,3%,?,30%,23%,-9%,10%,-10
COc1cc(C(=O)NNC(=O)COc2cccc(F)c2)ccc1OCC(=O)N1CCOCC1,11%,-2%,nt,nt,nt,-2%,-1%,0%,nt,-7%,15
CS(=O)(=O)N1CCC(C(=O)O)CC1,9%,3%,8%,-5%,0%,-1%,2%,-1%,7%,-2%,-4
CC1Cc2ccccc2C(CCc2ccccc2)=N1 (centres undefined),-27%,0%,3%,nt,13µM*,4%,-3%[1.84 µM],-2%,-5%,1%,32[activator]
Cc1ccc(C(c2nnnn2CS(=O)(=O)c2ccc(C)cc2)N2CCC(C)CC2)cc1 (centres undefined),-8%,0%,?,-1%,-30%,8%,-2%,1%,1%,1%,-11
COc1ccc2cc(CN(CC3CCCO3)S(=O)(=O)c3ccccc3)c(=O)[nH]c2c1 (centres undefined),-2%,-4%,nt,4%,2%,-10%,-5%,-2%,5%,-2%,-13
CS(=O)(=O)N1CCC(C(=O)Nc2ccc(Cl)cc2)CC1,13%,0%,18%,-5%[11.5 µM],14%,-6%,-1%,2%,6%,-8%,7
COc1ccc2[nH]c(C)c(CCNC(=S)Nc3cccc(C)c3)c2c1,23%,-4%,?,-11%,5µM*,4%,-4%,-1%,20µM*,-2%,12
Cc1ccc(S(=O)(=O)N2CCN(C(=O)CN3C(=O)NC4(CCCC4)C3=O)CC2)c(C)c1,-22%,-6%,nt,nt,nt,3%,1%,-1%,nt,-2%,-1
CCCCC(=O)N(CCOC)c1nnc(-c2ccccc2C)s1,0%,-9%,-12%,0%,2%,0%,-3%,-2%,-17%,-4%,-17
COc1ccc(O)c(-c2[nH]ncc2C(=O)c2ccccc2)c1,0%,-35%[inhibitor],8%,4%,9%,7%,4%,0%,-7%,-5%,-1
COC(=O)c1cccc(NC(=O)C(C)N2C(=O)c3ccccc3C2=O)c1 (centres undefined),1%,?,-2%,2%,-14%,-2%,2%,-3%,1%,-1%,-1
O=C(Cn1ccc2ccccc2c1=O)NCCC(=O)Nc1ccc(F)cc1F,6%,0%,1%,nt,26%,1%&-1%,4%,1%,-3%,-7%,-20
O=C(CSc1ccc(F)cc1)NC12CC3CC(CC(C3)C1)C2,?,13%,8%,1%,23%,?,18%,8%,22%[10 µM],1%,-29
CCN(CC(=O)Nc1c(F)cccc1F)C(=O)Cc1n[nH]c(=O)c2ccccc12,2%,2%,nt,nt,nt,-2%,1%,-5%,nt,-1%,-8
COc1cccc(OCC(O)CN2CC(C)CC(C)C2)c1 (centres undefined),-8%,0%,21%,-1%,38%,-2%,-7%,-1%,?,-2%,5
CCc1cccc(OC2OC(CO)C(O)C(O)C2NC(C)=O)c1 (centres undefined),-3%,0%,1%,-31%,-2%,3%,-2%,-5%,4%,1%,2
CCc1ccc(NC(=O)c2cc(C)on2)cc1,?,?,-9%,-6%,-32%,3µM*,0.89µM*,0.5µM*,-19%,?,-25
CC(C)c1ccccc1OCC(=O)NN1C(=O)c2ccccc2C1=O,7%,-3%,6%,2%,-28%,-9%,-1%,0%,-3%,-2%,0
O=C(Nc1nc(-c2ccc(-c3ccccc3)cc2)cs1)C1=COCCO1,-25%,17%,?,28%,-41%,?,-6%,-2%,?,11%,-5
COC(=O)c1ccc(C(=O)OC)c(NC(=S)N2CCCCC2)c1,10%,0%,0%,-11%,-33%,-5%,6%,-1%,1%,-1%,-8
Cc1nn(-c2ccccc2)c(C)c1C(=O)OCC(N)=O,-2%,1%,5%,1%,0%,0%,-1%,-7%,-1%,-1%,10
O=C(CN1CCN(C2CCCCC2)CC1)Nc1ccccc1N1CCCCC1,-2%,-4%,?,1%,-9%,0%,-3%,-6%,0%,-8%,-13
COC(=O)c1sccc1S(=O)(=O)Nc1ccc(Cl)cc1,-1%,3%,nt,1%,15%,3%,0%,-6%,0%,0%,0
Cc1ccc(N(C(C)C(=O)O)S(=O)(=O)c2c(C)[nH]c(=O)[nH]c2=O)cc1 (centres undefined),0%,-8%,6%,6%,23%,0%,0%,0%,-8%,4%,-2
S=C(Nc1cccc2ccccc12)NC1CCCCC1,10%,?,30%[activator],-2%,2µM*,19µM*,?,19%,10µM*,?,3
COCC(C)Nc1ccc(S(=O)(=O)N2CCCC2)cc1[N+](=O)[O-] (centres undefined),-7%,6%,2%,-6%,6%,-4%,2%,0%,-8%,12%,-4
CCCCc1ccc(C(=O)NC(C(=O)O)C(C)C)cc1 (centres undefined),-4%,3%,8%,2%,5%[0.365 µM],-20%,-1%,-5%,nt,5%,-4
Cc1cc2cc(CN(CCCN3CCOCC3)C(=O)NC3CCCCC3)c(=O)[nH]c2cc1C,-21%,1%,-25%,-1%,-15%[0.365 µM],-9%,-9%,0%,nt,-13%,-14
O=C(CSc1ccc2ccccc2n1)N/N=C/c1ccc(O)cc1,32%,2%,1%,2%,?,?,2%,-2%,?,3%,-12
CCO[C@H]1OC(C(=O)N2CCOCC2)=C[C@@H](c2cn(C(C)=O)c3ccccc23)[C@@H]1CCCO,-7%,0%,-3%,0%,29%,0%,-1%,-3%,-1%,-2%,11
Cc1ccc(O)c(C2=NCCNC(C(F)(F)C(F)F)=C2)c1,1%,-11%,1%,5%,-3%,3%,-4%,5%,1%,-1%,-6
Cc1cc(C)n(-c2nc3c(c(=O)[nH]c(=O)n3C)n2CCc2ccccc2)n1,-63%,-4%,3%,-1%,-20%,2%,1%,2%,-5%,3%,11
CC(=O)Nc1ccc(C2=NN(c3ccccc3)C(c3cccs3)C2)cc1 (centres undefined),-4%,2%,?,2%,-45%,?,3%,0%,?,8%,3
Cc1[nH]c2ccccc2c(=O)c1C(=O)/C=C/c1ccccc1,-103%[inhibitor],-13%,nt,4%,5.6µM*,-12%,-41%[inhibitor],-39%[inhibitor],5.6µM*,-12%,-20
Cc1noc(C)c1COC(=O)c1ccc(N(C)C)cc1,44%,11%,-21%,8%,12%,?,2%,0%,-3%,-6%,-13
O=C(CSCc1ccc(F)cc1)N1CCOCC1,?,?,-3%,9%,?,?,28%,?,?,15%,-3
CC(=O)Nc1ccc(Oc2nc(C)cc(C)n2)cc1,9%,1%,-9%,11%,10%,5%[2.3 µM],10%,0%,1%,7%,2
CC(=O)c1cccc(NC(=O)C2COc3ccccc3O2)c1 (centres undefined),-15%,?,2%,1%,-31%[1.91 µM],?,0%,17%,28%,20%,4
Cc1ccccc1/C=N\NC(=O)c1ccc(Cn2cccn2)o1,-9%,-3%,16%,4%,30%,17µM*,-3%,0%,-3%,12%,8
